# Screens (PubChem)
# LYPLA1 counter – blocks human lysophospholipase 1, a PME1 counter-screen. inhibition, % at 5.9 µM. recombinant LYPLA1, FP-Rh probe fluorescence polarization. 0.16% of 320,000 active. O75608. AID 2174;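 active means inhibition above the mean of all tested compounds plus 3 SD, set per campaign, cut at about 14% in these data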;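 further: inhibitors block serine hydrolase probe labeling of LYPLA1 so polarization falls; 0% = enzyme with DMSO and 100% = wells lacking LYPLA1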
# PAFAH1B3 FP inh – PAFAH1B3 (human) inhibition; recombinant PAFAH1B3, FP-rhodamine probe, fluorescence polarization; inhibition, % at 3.39 µM; 0.28% of 340,000 active;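 active means inhibition above the screen-wide average of all tested compounds plus 3 SD, cut at about 25% in these data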;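 further: 0% = enzyme with DMSO only and 100% = wells lacking PAFAH1B3 protein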
# pPAFAH FP inh – inhibitors of human plasma PAF acetylhydrolase (pPAFAH); Q13093; inhibition, % at 3.39 µM; AID 463082; recombinant pPAFAH, FP-rhodamine probe fluorescence polarization; 1.5% of 330,000 active;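 active means inhibition above the mean inhibition across the screen plus 3 SD, cut at about 25% in these data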;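 further: inhibitors block binding of the rhodamine activity-based probe so polarization drops; 0% = enzyme with DMSO and 100% = wells lacking pPAFAH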
# PAFAH2 inh – inhibitors of human PAFAH2. recombinant PAFAH2, FP-rhodamine activity probe, fluorescence polarization. 0.99% of 340,000 active. inhibition, % at 3.39 µM. AID 492956. Q99487;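 active means inhibition above the mean over all tested compounds plus 3 SD, cut at about 30% in these data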;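 further: inhibitors block probe labeling of enzyme so polarization drops; 0% = enzyme with DMSO and 100% = wells lacking PAFAH2 protein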
# PAFAH1B2 FP inh – blocks human PAF acetylhydrolase 1b catalytic subunit 2 | P68402 | recombinant PAFAH1B2, FP-rhodamine activity probe, fluorescence polarization | inhibition, % at 3.39 µM | 1.2% of 340,000 active;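 active means inhibition above the mean of all tested compounds plus 3 SD, cut at about 24% in these data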;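 further: 0% = enzyme with DMSO and 100% = wells lacking PAFAH1B2; many of its hits are not listed in these tables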
# Target sequence (P68402 whole entry, looked up): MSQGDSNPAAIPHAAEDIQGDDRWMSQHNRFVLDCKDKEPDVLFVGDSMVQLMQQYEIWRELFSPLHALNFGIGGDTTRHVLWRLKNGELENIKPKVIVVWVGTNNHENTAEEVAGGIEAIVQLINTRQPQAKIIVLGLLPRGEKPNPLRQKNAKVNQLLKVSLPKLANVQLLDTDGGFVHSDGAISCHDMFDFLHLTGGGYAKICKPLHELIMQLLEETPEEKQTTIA
# GSTO1 inh – counter-screen for RBBP9 inhibitors: inhibitors of human GSTO1. P78417. recombinant GSTO1, activity-based probe fluorescence polarization. inhibition, % at 5.96 µM. 1.1% of 300,000 active. AID 1974;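 active means inhibition above the campaign mean inhibition plus 3 SD, cut at about 35% in these data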;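 further: 0% = GSTO1-1 with DMSO and 100% = wells lacking GSTO1-1 enzyme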
# PAD4 inh – blocks human protein arginine deiminase 4. recombinant PAD4, RCA probe fluorescence polarization. 0.41% of 330,000 active. inhibition, % at 6.36 µM;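 active means percent inhibition above a cutoff equal to the mean of all tested compounds plus 3 SD, cut at about 15% in these data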;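 further: 0% = PAD4 with RCA probe and DMSO and 100% = probe without PAD4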
# PREPL inhibitor – inhibits the human prolyl oligopeptidase-like enzyme | Q4J6C6 | recombinant PREPL, fluorescence polarization activity-based probe | inhibition, % at 5.96 µM | 0.68% of 320,000 active; in the data active means inhibition above about 43%;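 further: 0% = enzyme with DMSO and 100% = wells lacking enzyme; many of its hits are not listed in these tables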
# Target sequence (Q4J6C6 whole entry, looked up): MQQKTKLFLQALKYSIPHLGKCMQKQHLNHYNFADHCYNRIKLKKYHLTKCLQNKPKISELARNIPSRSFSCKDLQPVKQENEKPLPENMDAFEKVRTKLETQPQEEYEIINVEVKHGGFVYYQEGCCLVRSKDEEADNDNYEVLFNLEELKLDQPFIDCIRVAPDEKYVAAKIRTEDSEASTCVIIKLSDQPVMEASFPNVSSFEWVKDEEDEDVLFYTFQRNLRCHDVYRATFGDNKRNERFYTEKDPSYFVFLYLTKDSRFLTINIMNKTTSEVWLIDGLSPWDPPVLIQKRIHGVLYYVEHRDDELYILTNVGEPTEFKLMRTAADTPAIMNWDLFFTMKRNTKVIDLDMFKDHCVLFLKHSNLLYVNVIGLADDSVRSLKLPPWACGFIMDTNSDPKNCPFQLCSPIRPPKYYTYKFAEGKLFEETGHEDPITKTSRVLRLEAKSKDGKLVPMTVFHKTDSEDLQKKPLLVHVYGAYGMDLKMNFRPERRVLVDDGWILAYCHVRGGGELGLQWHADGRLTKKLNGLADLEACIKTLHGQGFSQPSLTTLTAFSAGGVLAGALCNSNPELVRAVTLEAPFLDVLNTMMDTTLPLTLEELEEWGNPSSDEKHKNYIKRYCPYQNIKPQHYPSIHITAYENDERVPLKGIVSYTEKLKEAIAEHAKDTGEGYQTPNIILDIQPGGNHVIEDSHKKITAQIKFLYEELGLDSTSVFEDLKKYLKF
# LYPLA2 counter – blocks human lysophospholipase 2, a PME1 counter-screen; recombinant LYPLA2, FP-Rh probe fluorescence polarization; 0.38% of 320,000 active; inhibition, % at 5.9 µM; O95372;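 active means inhibition above the screen-wide mean plus 3 SD, limit set per campaign, cut at about 26% in these data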;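 further: 0% = LYPLA2 with DMSO and 100% = wells lacking LYPLA2 enzyme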
# Numbers without * were called inactive; x = no result given. The list is partial (hit frequency here may not be typical).
SMILES,LYPLA1 counter,PAFAH1B3 FP inh,pPAFAH FP inh,PAFAH2 inh,PAFAH1B2 FP inh,GSTO1 inh,PAD4 inh,PREPL inhibitor,LYPLA2 counter
CCOc1ccccc1CN1CCNC(=O)C1CC(=O)N(C)CCc1cnn(C)c1 (configuration not stated),-2,2,6,3,3,-1,1,1,1
CN(Cc1cccc(F)c1)C(=O)c1cc(=O)[nH]c2ccccc12,3,3,-2,2,0,1,0,7,8
COc1ccccc1OCCNC(=O)C1CCCCC1,1,9,-6,12,-2,-2,-4,9,1
O=C(NCc1ccccn1)Nc1ccccc1,-4,11,-5,1,8,3,0,9,-1
CC(C)(C)c1csc(NC(=O)c2cccs2)n1,-3,5,-5,10,3,-4,-1,1,0
CCOC(=O)c1c(C=O)c2sc(C)cc2n1C,-1,-5,1,2,-4,-8,-3,5,-1
Cc1ccc(C)n1-c1ccc(C(=O)NCc2ccncc2)cc1,-2,6,-1,2,4,5,1,6,-6
Cc1ccc(C)c(NC(=O)c2ccccc2NC(=O)C2CCCO2)c1 (configuration not stated),-2,5,3,-16,2,3,-6,11,0
Cc1cc(C)c2cc(C#N)c(SCC(=O)NCc3ccco3)nc2c1,-7,7,4,-5,-1,-23,6,7,-7
N#Cc1ccccc1CSc1ccccn1,3,-5,-2,-2,-1,-6,-4,1,9
COc1cccc(F)c1C(C[N+](=O)[O-])c1c(N)n(C)c(=O)n(C)c1=O (configuration not stated),1,0,-1,2,-1,-14,-3,-3,-1
CC(C)(C)OC(=O)CNC(=O)c1nc[nH]c1C(=O)N1CCc2ccccc2C1,2,0,2,-1,1,6,-2,7,4
Cc1cc(C)cc(OCc2nnc(SCC(=O)c3ccccc3)o2)c1,-2,3,5,4,5,14,1,-3,1
O=C(Nc1ccc(N2CCOCC2)c(S(=O)(=O)Nc2ccc(Cl)cc2)c1)c1cnccn1,-5,-6,4,2,2,7,0,12,-11
Cn1c(CNc2ccc(Cl)cc2)nnc1SCCN1CCCCC1,-1,-2,2,2,9,5,2,13,-3
CC1(C)Cc2c(c(N3CCOCC3)nc3sc(C(=O)Nc4ccccc4)c(N)c23)CO1,-3,9,5,-1,5,-2,-7,3,-2
CCC1CCCCN1S(=O)(=O)c1ccc(NC(=O)c2snnc2C)cc1 (configuration not stated),5,3,8,6,-4,1,1,12,7
CCOC(=O)C(=O)Nc1nnc(CCc2ccccc2)s1,0,2,-1,-1,13,2,-4,13,-4
O=C(NCCCN1CCOCC1)c1ccc2nc(Cc3cccc(Cl)c3)oc2c1,3,5,5,-3,-1,-2,2,8,-1
O=C(Nc1nc2ccccc2n1CCN1CCOCC1)c1ccc(Cl)cc1,-1,13,2,0,1,-7,1,18,4
Cc1cc(C)n(Cc2ccc(C(=O)NN)o2)n1,3,-8,1,2,5,-4,0,-1,1
CC(=O)c1c(N2CCOCC2)nc2ccc(Cl)cc2c1-c1ccccc1,-3,4,5,2,2,-3,6,1,-3
CCCCn1c(SCC(=O)N2CCOCC2)nnc1-c1ccoc1C,-3,8,3,7,3,-5,3,19,0
COc1ccc2oc(C(=O)OCC(=O)N(C)Cc3ccccc3)c(C)c2c1,-2,8,2,-4,4,4,-1,0,1
CN1c2cccc3cccc(c23)N(C)C1c1cccs1,2,0,11,-12,5,9,-6,-7,1
Cc1ccc(C(=O)N/N=C2\CC3CC=CC23)c(C)c1 (configuration not stated),0,8,0,-1,2,1,-1,11,2
Cc1ccc(C(=O)NCCCNCCCN(C)C)cn1,3,-1,4,-6,1,-1,1,-5,0
CCCCCCCCCc1nc2sc3c(c2c(=O)n1NC(=O)c1ccccc1[N+](=O)[O-])CC(C)(C)OC3,-9,0,9,-2,0,-6,-2,-2,-14
Cc1cccc(CN2CCN(Cc3nc4c(s3)CCCC4)CC2CCO)n1 (configuration not stated),-4,3,-5,-3,2,4,-10,4,-6
CC(C)Cn1c(=S)[nH]c2cc(Cl)ccc21,3,0,8,10,2,-4,2,2,-1
O=C(c1ncc[nH]1)c1ccccc1Cl,2,11,6,-1,6,9,-1,4,7
O=C1NN(c2ccccc2)C(=O)C2C1C1C=CC2C12CC2 (configuration not stated),1,5,1,-4,2,5,2,-3,1
CC(=O)N1CCN(S(=O)(=O)c2cccc(C(=O)OCC(=O)N3CC(=O)Nc4ccccc43)c2)CC1,-2,-1,6,3,0,-3,-7,23,-6
O=C(NCC1CCCO1)C1CCN(C2CCN(Cc3ccco3)CC2)CC1 (configuration not stated),-3,-7,-6,-4,-2,2,1,3,-1
CC1=C(C(=O)Nc2cccc(C(=O)N3CCC(C(N)=O)CC3)c2)SCCO1,-5,5,4,7,2,1,0,15,-1
Cc1ccc(C)c(S(=O)(=O)N2CCN(C(=O)CCC(=O)c3cc(C)sc3C)CC2)c1,1,1,3,7,-1,-3,0,7,9
COc1ccccc1NC(=O)COc1ccc(C(=O)OCC(=O)NC(C)(C)C)cc1OC,-1,5,7,81*,1,-4,2,8,1
COc1ccc(Cl)cc1N1C(=O)C2CCCN2C1c1cccc(F)c1 (configuration not stated),3,3,-4,2,6,5,1,1,-3
CCNC(=S)N(Cc1ccccc1)Cc1nc2ccccc2c(=O)[nH]1,-4,6,-3,8,4,0,-3,-7,-2
Cc1cc(/C=C(\C#N)C(=O)NCc2ccco2)c(C)n1-c1ccc(C(=O)O)cc1,0,4,9,-2,2,-6,-1,6,-2
CC1CN(CCOc2ccccc2-c2ccccc2)CC(C)O1 (configuration not stated),0,3,0,-11,4,2,1,-4,0
Cc1ccc(S(=O)(=O)N2CCC(C(=O)OC(C)C(=O)NCc3ccccc3)CC2)cc1C (configuration not stated),-1,-4,8,-7,1,2,-2,2,-4
CC1(C)CC(=O)C(C(c2ccncc2)C2C(=O)CC(C)(C)CC2=O)C(=O)C1,3,-5,4,0,3,3,-3,5,6
O=C(Nc1cccc(-c2cnc3ccccc3n2)c1)c1ccccc1,1,-2,2,11,2,-4,-6,-13,-3
COc1cc(N2CN=c3s/c(=C\c4ccccn4)c(=O)n3C2)cc(OC)c1OC,-1,1,-1,1,-3,3,-3,0,1
COc1ccc(NC(=O)NNC(=O)COc2ccc3cc(Br)ccc3c2)cc1OC,-19,-15,9,-2,1,-4,-32,36,-21
CCOc1ccc(Br)cc1C(=O)N/N=C/c1cccc(C)n1,-1,8,0,-5,7,-1,0,-1,-4
COc1ccc(S(=O)(=O)N2CCCCC2)cc1NC(=O)C1COc2ccccc2O1 (configuration not stated),-3,2,5,-1,-2,8,-9,7,-2
Cc1c(CN2CCC(Oc3ccc(C(=O)N4CCCCC4)cc3)CC2)cnn1C,1,5,5,4,0,6,2,5,-3
COc1ccc2cnnc(SCC(=O)Nc3ccccc3)c2c1OC,-1,1,4,10,-1,3,4,-1,5
COc1cc(OC)c(C2SCCS2)c(OC)c1,-2,0,-1,-1,0,7,3,3,-5
Nc1ccc(N=Nc2ccccc2)c2ccccc12,-1,6,16,5,2,5,0,20,6
CC(C)C(=O)O/N=C(\N)c1ccc(Oc2ccc(Cl)cc2)c([N+](=O)[O-])c1,-1,-4,-1,-5,0,-2,0,4,-2
CCn1c(SCC(=O)c2ccc(O)c(O)c2)nnc1-c1ccccc1,-1,18,11,21,2,25,1,3,3
Cc1cccc(OCC(=O)NNC(=O)CSc2ncc(C#N)c(N)n2)c1,-5,-2,-2,0,2,-8,6,6,3
CCOc1ccc2nc(NC(=O)c3cccc(-c4cc5ccccc5oc4=O)c3)sc2c1,-17,-14,7,-12,-18,0,1,-4,-6
Cc1ccc(NS(=O)(=O)c2ccc(N3C(=O)CCC3=O)cc2)cc1,-4,2,23,0,2,4,-6,-2,-1
CC1CC(C)(C)CC2(C1)NC(=O)N(CC(=O)N(C)Cc1nc3ccccc3c(=O)[nH]1)C2=O (configuration not stated),2,6,3,1,4,x,-1,0,-3
Cc1cc(C)n(CC(=O)NN)n1,2,17,-1,6,2,-3,-2,14,7
O=C(O)CCSc1nnc(SCC(=O)NC2CCS(=O)(=O)C2)s1 (configuration not stated),x,3,1,-2,5,x,-4,-2,x

# Going on with the list.
SMILES,LYPLA1 counter,PAFAH1B3 FP inh,pPAFAH FP inh,PAFAH2 inh,PAFAH1B2 FP inh,GSTO1 inh,PAD4 inh,PREPL inhibitor,LYPLA2 counter
Cc1cccc[n+]1C1C(c2ccc([N+](=O)[O-])cc2)C(C#N)=C(C(=C=[N-])C#N)NC1(O)C1CC1 (configuration not stated),9,15,22,19,15,40*,9,18,12
Cc1cc(C(=O)OCC(=O)N(C)c2ccccc2)ccc1[N+](=O)[O-],-2,4,11,3,-1,3,-4,2,9
Cc1onc(-c2ccccc2)c1C(=O)NCc1ccc(F)cc1,2,3,3,0,4,0,1,-12,-1
Cc1cccc(C)c1NC(=O)Nc1ccc(S(N)(=O)=O)cc1,-2,11,3,-8,3,-3,2,0,1
N#Cc1c(/N=C/c2ccc(-c3ccc(C(=O)O)c(Cl)c3)o2)sc2c1CCCC2,0,12,5,-11,9,x,2,5,4
CCOc1ccccc1NC(=O)Cn1c(=O)n(-c2ccccc2)c(=O)c2oc3ccccc3c21,-5,-9,-4,-13,-8,3,0,0,-9
C=CCN(CC=C)S(=O)(=O)c1ccc(NC(=S)NC(=O)c2ccc(-c3ccccc3)cc2)cc1,-18,-20,-1,-23,-14,-3,-3,-7,-31
CCCNC(=O)CSc1nccn1Cc1ccco1,2,1,2,6,6,15,1,-2,-2
CCOC(=O)C1=C(C)N(C)C(=O)NC1c1c(OC)ccc2ccccc12 (configuration not stated),-5,2,1,1,4,0,-4,-14,-10
Cc1ccc(C2SCCN2C(=O)c2ccc([N+](=O)[O-])cc2)cc1 (configuration not stated),-3,3,1,-6,24*,-3,5,1,-2
O=c1[nH]nc(SCCS(=O)(=O)c2ccc(F)cc2)n1-c1ccc2c(c1)OCCO2,2,3,6,-1,8,3,2,-9,4
CCCCN(CC)CCNC(=O)C1CCCN(S(=O)(=O)c2cccc3nsnc23)C1 (configuration not stated),1,4,3,4,4,6,-1,-17,9
COCC(=O)Nc1ccc(OC)c(Cl)c1,-1,3,5,-3,0,-2,-2,-4,0
COc1cccc(C(=O)N(C)C(C)c2nc3ccccc3s2)c1 (configuration not stated),1,-1,-2,-4,0,6,1,14,-2
CCC1CCCCN1CCCNC(=O)c1ccc2c(=O)n(Cc3ccc(OC)cc3)c(=O)[nH]c2c1 (configuration not stated),-2,-8,-3,-15,1,-2,0,-25,3
O=C1CCC(=O)N1c1ccc(NCc2ccccc2Cl)c([N+](=O)[O-])c1,1,0,3,6,8,3,-8,19,14
O=C(O)c1ccc(C(=O)O)c(C(=O)c2ccccc2)c1,2,4,7,4,0,-5,-5,8,9
CCC(=O)Nc1cc(-c2nn(C)c(=O)c3ccccc23)ccc1N1CCCCC1,3,-4,0,-4,0,-1,-5,5,8
CC1CCCCN1CC(=O)Nc1ccc(N2CCCCCC2)cc1 (configuration not stated),-5,4,8,1,6,5,0,11,-1

# Ordered by the number under PAFAH2 inh (lowest first): 3 from the list above.
Molecule	PAFAH2 inh
CC1CCCCN1CC(=O)Nc1ccc(N2CCCCCC2)cc1 (configuration not stated)	1
O=C(O)c1ccc(C(=O)O)c(C(=O)c2ccccc2)c1	4
O=C1CCC(=O)N1c1ccc(NCc2ccccc2Cl)c([N+](=O)[O-])c1	6
